# CHRM4 PAM: human M4 muscarinic receptor positive allosteric modulators, primary screen, CHO-K1 cells, Fluo-8 calcium fluorescence. Muscarinic acetylcholine receptor M4 (Homo sapiens), P08173. activation, % at 3 µM. 0.4% of 360,000 active. AID 624126, 2012. CHO-K1 hM4/Gqi5, ACh EC20; 0% = ACh EC20, 100% = maximal ACh;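 active means activation above its plate's cutoff, the mean activation of sample wells plus 3 SD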; further: some results filed as inactive read as strong as hits
# Target sequence (P08173 whole entry, looked up): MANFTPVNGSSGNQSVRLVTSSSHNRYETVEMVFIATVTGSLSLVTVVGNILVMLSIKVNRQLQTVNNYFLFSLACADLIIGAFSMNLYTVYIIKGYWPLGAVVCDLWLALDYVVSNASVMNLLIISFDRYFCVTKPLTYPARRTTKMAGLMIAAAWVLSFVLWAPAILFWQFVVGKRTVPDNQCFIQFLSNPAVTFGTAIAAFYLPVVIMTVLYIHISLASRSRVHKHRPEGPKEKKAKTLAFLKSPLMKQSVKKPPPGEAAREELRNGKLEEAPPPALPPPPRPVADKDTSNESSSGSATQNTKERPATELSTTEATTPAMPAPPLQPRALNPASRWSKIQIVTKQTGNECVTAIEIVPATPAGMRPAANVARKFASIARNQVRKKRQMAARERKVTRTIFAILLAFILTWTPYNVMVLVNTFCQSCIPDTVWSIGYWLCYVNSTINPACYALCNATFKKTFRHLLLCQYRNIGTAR
# M5 PAM: human M5 muscarinic receptor positive allosteric modulators, primary screen, CHO-K1 cells, Fluo-8 calcium fluorescence | CHO-K1 hM5, ACh EC20 PAM; 0% = ACh EC20, 100% = ACh EC100 | 0.3% of 360,000 active | activation, % at 3 µM;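 active means activation above the run cutoff, the mean activation of all test compounds plus 3 SD, cut at about 18% in these data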
#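 Assay system: CHO-K1 hM5 cells / Incubation: Fluo-8 loading 80 min at 37 °C plus 30 min room temperature / Technique: Fluo-8 calcium dye fluorescence, kinetic read / Repeats: single replicate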
# CHRM5 agonist: human M5 muscarinic receptor agonists, primary screen, CHO-K1 cells, Fluo-8 calcium fluorescence | Muscarinic acetylcholine receptor M5 (Homo sapiens), P08912 | CHO-K1 hM5 cells; 0% DMSO wells, 100% maximal acetylcholine response | activation, % at 3 µM | 0.19% of 360,000 active | AID 624037, 2012;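 active means activation above the run's mean over test compounds plus 3 SD, cut at about 23% in these data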;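 further: signal is peak over basal fluorescence ratio across the kinetic read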
# CHRM1 PAM: human M1 muscarinic receptor positive allosteric modulators, primary screen, CHO-K1 cells, Fluo-8 calcium fluorescence, 1536-well | Muscarinic acetylcholine receptor M1 (Homo sapiens), P11229 | CHO-K1 hM1, ACh EC20; 0% = ACh EC20, 100% = maximal ACh | activation, % at 3 µM | 0.088% of 360,000 active | AID 588819, 2011; in the data active means activation above about 19%, passing the limit was not always enough
# Target sequence (P11229 whole entry, looked up): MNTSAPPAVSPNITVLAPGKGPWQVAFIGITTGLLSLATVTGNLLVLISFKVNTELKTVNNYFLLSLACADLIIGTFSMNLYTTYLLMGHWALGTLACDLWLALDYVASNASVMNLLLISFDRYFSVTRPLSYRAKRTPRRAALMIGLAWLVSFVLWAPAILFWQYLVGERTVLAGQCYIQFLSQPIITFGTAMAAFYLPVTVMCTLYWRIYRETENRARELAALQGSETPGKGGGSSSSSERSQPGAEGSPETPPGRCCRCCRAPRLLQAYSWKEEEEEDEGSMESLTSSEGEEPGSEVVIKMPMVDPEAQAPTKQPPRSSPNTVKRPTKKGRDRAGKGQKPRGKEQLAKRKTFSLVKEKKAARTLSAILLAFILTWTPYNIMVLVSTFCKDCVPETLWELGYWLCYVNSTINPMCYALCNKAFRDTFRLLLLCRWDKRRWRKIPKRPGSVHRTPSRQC
# CRFR2-BP ag: agonists of CRF-BP/CRF-R2 complex, primary screen, cell-based, HEK293, calcium dye fluorescence, uHTS; CRF-binding protein / CRF receptor 2 complex (human); calcium dye fluorescence (FLIPR); percent of saturating CRF peptide response; activation, % at 13.2 µM; 0.46% of 350,000 active; AID 588473, 2011;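 active means activation of at least 50%, plus an integration ratio under a set limit after plate pattern correction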;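 further: plate controls were neutral control wells without compound for no effect and CRF at EC100 for full effect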
# CHRM5 antagonist: human M5 muscarinic receptor antagonists, primary screen, CHO cells, Fluo-8 calcium fluorescence; Muscarinic acetylcholine receptor M5 (Homo sapiens), P08912; CHO-hM5 cells, ACh EC80; inhibition, % at 3 µM; 0.59% of 360,000 active;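 active means inhibition above a per-plate cutoff, the mean of that plate's test compounds plus 3 SD, cut at about 27% in these data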;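 further: 0% = acetylcholine EC80 with DMSO and 100% = DMSO without agonist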
# CHRM4 antagonist: human M4 muscarinic receptor antagonists, primary screen, CHO cells, Fluo-8 calcium fluorescence; Muscarinic acetylcholine receptor M4 (Homo sapiens), P08173; CHO-hM4 cells, ACh EC80; inhibition, % at 3 µM; 0.73% of 360,000 active;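 active means inhibition above its plate's cutoff, the mean inhibition of sample wells plus 3 SD, cut at about 27% in these data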;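 further: 0% = acetylcholine EC80 with DMSO and 100% = DMSO without agonist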
# CHRM1 antagonist: human M1 muscarinic receptor antagonists, primary screen, CHO-K1 cells, Fluo-8 calcium fluorescence, 1536-well. CHO-K1 hM1, ACh EC80 antagonist. AID 588852, 2011. inhibition, % at 3 µM. 1.3% of 360,000 active;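 active means percent inhibition above its own plate's cutoff, namely the mean of that plate's compound wells plus 3 SD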;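 further: peak over basal fluorescence ratio during 140 s after agonist addition; 0% = ACh EC80 plus DMSO and 100% = DMSO alone without agonist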
# M4 ag: human M4 muscarinic receptor agonists, primary screen, CHO-K1 cells, Fluo-8 calcium fluorescence; CHO-K1 hM4/Gqi5; vehicle 0%, full acetylcholine response 100%; activation, % at 3 µM; 0.14% of 360,000 active; AID 624127, 2012;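 active means activation above the run mean over all test wells plus 3 SD, cut at about 32% in these data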;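 further: peak over basal fluorescence ratio per well then scaled between controls; 0% = DMSO wells and 100% = acetylcholine at EC100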
# Numbers without * were called inactive; . = no result given.
SMILES,CHRM4 PAM,M5 PAM,CHRM5 agonist,CHRM1 PAM,CRFR2-BP ag,CHRM5 antagonist,CHRM4 antagonist,CHRM1 antagonist,M4 ag
Fc1ccccc1CSc1nnnn1-c1ccc2c(c1)OCO2,-3,-15,-13,2,0.7,-1,-12,-7,1
O=S(=O)(Nc1cccnc1)c1cccc(C(F)(F)F)c1,1,-1,0,-3,-0.4,-5,2,5,0
CCCCn1c(N)c(N(CCOC)C(=O)CN2c3ccccc3CC2C)c(=O)[nH]c1=O (stereo not given),-2,-5,1,9,-0.3,5,1,-4,2
O=C1CCCN1CCCNS(=O)(=O)c1ccccc1,3,-4,-2,-4,-1.4,14,-4,13,0
COc1cccc(CNc2ccc3[nH]c(=O)[nH]c3c2)c1OCc1ccc(F)cc1,0,-6,-3,2,0.0,0,2,-2,2
COC(=O)Cc1csc(/N=C/c2c(O)n(-c3cccc(C(F)(F)F)c3)c(=O)c3ccccc23)n1,5,-2,0,-2,7.0,4,1,4,5
O=C(Nc1ccc(N2CCOCC2)cc1)C1CCCN(S(=O)(=O)c2cccc(C(F)(F)F)c2)C1 (stereo not given),-2,-5,-6,2,1.1,8,-2,4,0
CC(C)OC(=O)CSc1nnc(CNc2ccc(Cl)cc2)n1C,-6,-2,-3,0,0.0,-5,2,2,3
COc1ccc(C(=O)Nc2ccc(-c3n[nH]c(=S)o3)cc2)cc1,2,-1,1,18,2.4,9,6,-17,0
COc1ccc(NC(=O)CN2C(=O)NC3(CCCc4ccccc43)C2=O)c(OC)c1 (stereo not given),6,0,2,14,-1.5,0,4,-11,3
c1ccc(CCCNc2ncccn2)cc1,11,1,0,4,0.5,3,2,-13,1
CC(=O)N1CCCc2cc(S(=O)(=O)N3CCCC(C(=O)Nc4cccc(C)c4)C3)ccc21 (stereo not given),-1,-2,-2,3,0.8,-2,2,2,2
O=C(Nc1ccc2c(c1)CCCN2C(=O)c1ccccc1)c1ccccc1,-9,-11,-3,-6,-0.7,26,11,16,18
CSc1ccccc1C(=O)OCC(=O)NC1CCS(=O)(=O)C1 (stereo not given),3,5,1,4,-2.5,-5,-7,4,2
COc1ccc(CCNC(=O)Cn2nc(C(=O)O)c3ccccc3c2=O)cc1OC,-1,-3,-1,0,-0.5,-7,-2,1,0
COCCNC(=S)N/N=C(\C)c1cccc(C(F)(F)F)c1,-1,-3,-1,3,-5.2,7,2,-2,0
CC(=O)c1ccc(N2CCc3ccccc3C2)c([N+](=O)[O-])c1,-4,-10,-4,2,-1.3,3,-7,-12,7
O=C(COc1ccc2c(c1)CCC2)NCc1ccccc1,21,-2,-6,6,-1.6,12,-6,-7,-3
O=S(=O)(c1ccc(Cl)cc1)N1c2ccccc2Oc2nc3ccccc3nc21,3,-2,-3,3,3.2,-6,3,-24,0
O=C(O)c1cccc2c1/C(=N/Nc1ccc([N+](=O)[O-])cc1[N+](=O)[O-])c1ccccc1-2,-4,-8,-1,4,-5.0,14,5,-5,7
CCCN1CCN(CCCNC(=O)CCN2C(=O)COc3ccccc32)CC1,6,4,-5,14,0.1,-1,-3,-15,1
C=CCn1c(=O)c2c(nc3n2CCCN3Cc2ccccc2)n(C)c1=O,0,8,1,8,-0.8,-3,9,-14,2
CC1CCN(C(=O)c2[nH]cnc2C(=O)N2CCN(C(=O)OC(C)(C)C)CC2)CC1,10,3,3,17,-1.7,3,4,-13,1
COc1ccc(Nc2nc(C)c(C(C)=O)s2)cc1,-5,-5,-7,-4,.,0,2,-28,-2
Cc1ccc(C2c3c(oc4ccccc4c3=O)C(=O)N2c2nnc(C(C)C)s2)o1 (stereo not given),12,1,1,11,-3.6,-4,-26,-18,1
COc1ccccc1C(=O)Nc1nnc(SCC(=O)NCc2ccco2)s1,-8,-6,-1,6,0.3,0,-4,-14,5
O=C(O)COc1ccccc1/C=N/NC(=O)c1cc(-c2ccc(F)cc2)nc2ccccc12,2,3,2,7,-0.1,9,-1,1,2
COCCCNC(=O)/C(C#N)=C/c1c(N2CCN(c3ccccc3)CC2)nc2c(C)cccn2c1=O,-3,-13,-1,-1,11,5,-4,-6,14
Cc1ccc(S(=O)(=O)NC(N)=NCCc2ccc(Cl)cc2)cc1C,5,-4,-3,3,3.7,1,-8,-6,1
COc1ccccc1N(C)S(=O)(=O)c1ccc(C)c(C(=O)NCc2ccccn2)c1,-7,-11,1,-1,-2.0,7,10,1,10
CCCC1(C(=O)OCC)NC(c2ccc(N(C)C)cc2)C2C(=O)N(c3ccc(F)cc3)C(=O)C21 (stereo not given),-5,-5,-2,1,10.0,1,7,0,0
COc1ccc(NC(=S)Nc2ccccc2C(F)(F)F)cc1,1,-4,-4,12,-0.8,-4,-4,-8,1
Cc1cccc(NC(=S)N2CCC(c3nc4ccccc4o3)CC2)c1C,3,1,-4,3,-0.5,-2,6,-26,4
CC(OC(=O)CNS(=O)(=O)c1ccc(C#N)cc1)C(=O)Nc1cccc(C#N)c1 (stereo not given),2,-5,-2,7,-1.4,-3,-7,-8,1
O=C(COC(=O)c1cccs1)NCc1ccco1,8,2,2,5,1.3,-1,-9,-7,1
O=C(CSc1nc2ccccc2s1)NCc1cc([N+](=O)[O-])ccc1O,1,-4,3,3,-1.1,13,2,-1,6
Cn1cc(C(=O)NCC(=O)Nc2ccccc2Br)cn1,8,2,1,12,0.0,-4,-9,-6,0
COc1ccc(/C=N/NC(=O)C(O)(c2ccccc2)c2ccccc2)cc1OC,4,-4,0,4,-5.5,6,2,9,0
CCOC(=O)Cn1c(=O)oc2cc(S(=O)(=O)NCCc3ccc(OCC)c(OCC)c3)ccc21,4,2,4,6,1.3,0,7,-10,1
Cc1ccc(NC(=O)CN2CCCC2)cc1Br,2,5,1,9,0.0,-3,1,12,2
CCN1C(=O)[C@H]2[C@@H](c3ccc(C)cc3)N3C(=O)N(c4cccc(Cl)c4)C(=O)[C@@]3(CC)[C@H]2C1=O,7,2,1,8,-0.5,4,3,-3,1
N#C/C(C(N)=O)=C1/SC=C(c2ccccc2)N1c1ccccc1,-1,-6,-2,10,-2.4,16,5,-9,2
COc1cccc(NC(=O)COc2ccc(C(=O)N3CCN(C)CC3)cc2)c1,7,-3,-5,-2,-1.6,9,-1,1,3
CCCOc1ccc(N2C(=O)CC(N(Cc3ccco3)C(C)=O)C2=O)cc1 (stereo not given),5,2,-2,13,-0.4,0,-11,-12,0
CCOc1ccccc1CN1CCN(Cc2ccc(C)o2)C(CCO)C1 (stereo not given),2,0,0,3,-0.1,-7,6,-3,0
CCOC(=O)N1CCN(Cc2nnc(-c3ccccc3Cl)o2)CC1,-1,5,0,16,-0.3,-7,-9,-15,1
Cc1cc(C(=O)CSc2nnnn2-c2ccccc2)c(C)n1CCc1ccccc1,0,-6,-3,5,1.1,2,-7,-6,1
OC1(CC#CCN2CCCCC2)c2ccccc2-c2ccccc21,-35,-18,-20,-27,1.1,11,10,55*,0
CC(=O)N1CCN(c2ccc(NC(=O)c3ccc(N4CCCC4)c([N+](=O)[O-])c3)cc2Cl)CC1,14,5,2,8,-0.4,1,-8,-19,3
CCc1ccc(N2CC(C(=O)Nc3ccc(S(=O)(=O)Nc4ncccn4)cc3)CC2=O)cc1 (stereo not given),-1,-2,-4,12,0.8,-6,13,-18,1
Cn1nc(C(C)(C)C)cc1C(=O)N1CCCCC1c1cc(C(=O)Nc2ccccc2Cl)no1 (stereo not given),-4,-5,-1,2,.,7,-9,-1,6
COc1ccccc1NC(=O)CN1C(=O)NC(C)(C)C1=O,-4,3,2,3,-1.3,-8,1,-15,0
CCN(C(=O)CSc1nc(-c2ccccc2)cn1N)c1c(N)n(Cc2ccccc2)c(=O)[nH]c1=O,8,5,1,9,1.2,1,-6,-9,-1
CCc1cccc(CC)c1NC(=S)NCc1ccc2c(c1)OCO2,-2,-5,-4,-2,2.6,0,1,6,-2
CCC(C)(C)n1nnnc1C(c1cc2ccc(C)cc2[nH]c1=O)N(Cc1cccnc1)Cc1ccco1 (stereo not given),-2,-1,1,4,0.8,1,-3,-10,2
Cc1cccc(NC(=S)N(C)C)c1C,-27,-17,-1,-2,-1.3,11,4,-2,14

# Exported with tabs: part of the list above
Molecule	CHRM4 PAM	M5 PAM	CHRM5 agonist	CHRM1 PAM	CRFR2-BP ag	CHRM5 antagonist	CHRM4 antagonist	CHRM1 antagonist	M4 ag
COCCNC(=S)N/N=C(\C)c1cccc(C(F)(F)F)c1	-1	-3	-1	3	-5.2	7	2	-2	0
CC(=O)c1ccc(N2CCc3ccccc3C2)c([N+](=O)[O-])c1	-4	-10	-4	2	-1.3	3	-7	-12	7
O=C(COc1ccc2c(c1)CCC2)NCc1ccccc1	21	-2	-6	6	-1.6	12	-6	-7	-3
O=S(=O)(c1ccc(Cl)cc1)N1c2ccccc2Oc2nc3ccccc3nc21	3	-2	-3	3	3.2	-6	3	-24	0
O=C(O)c1cccc2c1/C(=N/Nc1ccc([N+](=O)[O-])cc1[N+](=O)[O-])c1ccccc1-2	-4	-8	-1	4	-5.0	14	5	-5	7
CCCN1CCN(CCCNC(=O)CCN2C(=O)COc3ccccc32)CC1	6	4	-5	14	0.1	-1	-3	-15	1
C=CCn1c(=O)c2c(nc3n2CCCN3Cc2ccccc2)n(C)c1=O	0	8	1	8	-0.8	-3	9	-14	2
CC1CCN(C(=O)c2[nH]cnc2C(=O)N2CCN(C(=O)OC(C)(C)C)CC2)CC1	10	3	3	17	-1.7	3	4	-13	1
COc1ccc(Nc2nc(C)c(C(C)=O)s2)cc1	-5	-5	-7	-4	.	0	2	-28	-2
Cc1ccc(C2c3c(oc4ccccc4c3=O)C(=O)N2c2nnc(C(C)C)s2)o1 (stereo not given)	12	1	1	11	-3.6	-4	-26	-18	1
COc1ccccc1C(=O)Nc1nnc(SCC(=O)NCc2ccco2)s1	-8	-6	-1	6	0.3	0	-4	-14	5

# High-throughput results from PubChem BioAssay.
